# DRD3 antagonist – blocks the human D3 dopamine receptor; max response, negative = inhibition, %; 360,000 compounds, 2.5% hits; D3R cells, DiscoveRx beta-arrestin luminescence, antagonist mode; stronger effect = lower value; in the data active means max response below about -50%; inconclusive means no clear call, values can overlap the other calls; further: on the % scale 0 is the no-effect control and ±100 the full control effect; mostly tested at two doses, the higher about 12 µM
#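 Cells expressing the human receptor were seeded at 1500 cells/well, incubated overnight at 37 degrees C in 5% CO2, then exposed to library compounds with dopamine controls for 90 minutes at 37 degrees C before luminescent detection.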
# GLP-1R inv ag – GLP-1 receptor (human) inverse agonism; P43220; HEK293 GLP-1R CRE-luciferase, luminescence, 24 h; GLP-1R form is constitutively active; Potency, µM (titrated, usually from 38.3 µM), without a hit: at the top dose activity change, negative = inhibition, actives largely listed as inhibitors; 410,000 compounds, 1.6% hits; AID 624417; further: potency means the concentration at half of the fitted maximal effect; on the % scale 0 is the no-effect control and ±100 the full control effect; nearly all actives have a fitted effect of over 55% in size
# Target sequence (P43220 whole entry, looked up): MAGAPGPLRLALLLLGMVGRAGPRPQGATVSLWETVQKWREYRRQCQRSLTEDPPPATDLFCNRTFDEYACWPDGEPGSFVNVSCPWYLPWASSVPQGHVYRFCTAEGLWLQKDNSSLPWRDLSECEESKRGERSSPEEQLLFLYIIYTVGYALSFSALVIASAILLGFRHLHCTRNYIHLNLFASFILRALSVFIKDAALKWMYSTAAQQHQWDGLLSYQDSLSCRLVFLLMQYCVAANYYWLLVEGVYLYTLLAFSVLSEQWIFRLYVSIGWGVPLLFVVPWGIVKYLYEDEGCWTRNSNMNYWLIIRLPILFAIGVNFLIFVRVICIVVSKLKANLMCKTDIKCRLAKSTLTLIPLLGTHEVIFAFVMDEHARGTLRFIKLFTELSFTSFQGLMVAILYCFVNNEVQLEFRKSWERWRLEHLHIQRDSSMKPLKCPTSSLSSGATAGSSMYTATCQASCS
#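 Cells are plated, allowed 12 hours at 37 deg C, then treated with compounds for 24 hr before luciferase detection reagent is added and luminescence is read after 12 min at room temperature. The HEK293 line carries constitutively active GLP-1R with a cAMP-responsive reporter.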
# PTHR1 ag – activates the human parathyroid hormone receptor PTHR1. Q03431. HEK293 GP2 PTHR1 cells, GloSensor cAMP luminescence, 1 h. Potency, µM (top dose mostly 115 µM), inactives show top-dose activation, usual class: activators. 410,000 compounds, 0.075% hits. AID 743266; further: potency means the concentration at half of the fitted maximal effect; nearly all actives have a fitted effect of over 55% in size; some results filed as inactive show a strong effect at the top dose; inactives centre near -15; many of its hits are not listed in these tables
# Target sequence (Q03431 whole entry, looked up): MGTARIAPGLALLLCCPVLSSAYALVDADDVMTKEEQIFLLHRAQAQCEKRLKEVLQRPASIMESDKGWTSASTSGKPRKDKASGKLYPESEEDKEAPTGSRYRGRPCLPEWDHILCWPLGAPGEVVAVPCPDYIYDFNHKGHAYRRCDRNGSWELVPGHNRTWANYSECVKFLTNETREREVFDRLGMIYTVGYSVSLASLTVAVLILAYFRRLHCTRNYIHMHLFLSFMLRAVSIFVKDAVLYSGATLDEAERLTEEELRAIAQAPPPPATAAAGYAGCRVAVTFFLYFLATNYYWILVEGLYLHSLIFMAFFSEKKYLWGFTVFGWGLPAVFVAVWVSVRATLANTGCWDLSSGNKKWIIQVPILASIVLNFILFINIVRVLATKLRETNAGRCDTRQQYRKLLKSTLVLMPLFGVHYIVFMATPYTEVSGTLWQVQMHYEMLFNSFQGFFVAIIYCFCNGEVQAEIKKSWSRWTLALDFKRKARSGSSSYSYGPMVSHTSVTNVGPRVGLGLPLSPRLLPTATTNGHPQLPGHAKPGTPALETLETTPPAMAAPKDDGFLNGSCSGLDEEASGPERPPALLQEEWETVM
#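 HEK-293-derived GP2 cells expressing PTHR1 and a GloSensor cAMP reporter, 3,000/well, plated overnight, given luciferin plus IBMX (each 0.5 mM as added) for 1 h at 37 °C, then compound for 1 h at 37 °C. Luminescence was read after 15 min at room temperature.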
# pAkt inh – blocks phosphorylation of Akt; activity change, % for hits at 50 µM; 360,000 compounds, 0.32% hits; Neuro2A IGF-stimulated pAkt S473 HTRF, 20 min; stronger effect = lower value; in the data active means activity change below about -80%; inconclusive means mostly about -51% to -80%; further: on the % scale 0 is the no-effect control and ±100 the full control effect
#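 Single-point screen (50 µM final compound) in Neuro2A cells stimulated 20 min with 6 nM IGF at 37 deg C. After lysis, Ser473-phosphorylated Akt read by HTRF (ex 330 nm, em 615/665 nm) as the 665/615 ratio.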
# aSyn yeast inh – alpha-synuclein toxicity inhibition in yeast. Yeast expressing alpha-synuclein, growth rescue, BacTiter-Glo, 24 h. Potency, µM (doses to about 46.1 µM), inactives show at the top dose growth rescue (activation), actives largely listed as activators. 370,000 compounds, 0.14% hits. AID 652106; further: potency means the concentration at half of the fitted maximal effect; % of control where 0% means no effect; nearly all actives have a fitted effect of over 65% in size
#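 Screening used galactose-induced yeast with toxic alpha-synuclein levels, exposed to compound for 24 hr at 30 deg C. Cell growth, read with BacTiter-Glo luminescence, gave the measured signal.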
# GLP-1R agonist – GLP-1 receptor (human) agonism | P43220 | HEK293 GLP-1R CRE-luciferase, luminescence, 4-6 h; cells express a hypersensitive GLP-1R form | Potency, µM (doses to about 45.6 µM), inactives show top-dose activation, most hits filed as activators | 380,000 compounds, 0.007% hits; further: potency means the concentration at half of the fitted maximal effect; % of control where 0% means no effect
# TDP-43 yeast inh – rescues yeast growth from TDP-43 toxicity. Potency, µM (top dose mostly 46.1 µM), for the others: at the highest dose growth rescue (activation), usual class: activators. 410,000 compounds, 1.8% hits. TDP-43 expressing yeast growth rescue, BacTiter-Glo, 24 h; further: potency means the concentration at half of the fitted maximal effect; % of control where 0% means no effect; nearly all actives have a fitted effect of over 50% in size
#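 In this qHTS, compounds that restore growth of yeast expressing TDP-43 appear as activators. Cells (OD600=0.02, galactose medium, raffinose-pregrown) are incubated with compound 24 hr at 30 deg C and growth is quantified by BacTiter-Glo.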
# Abeta yeast res – compounds reversing amyloid beta toxicity in yeast. yeast expressing A-beta42, growth rescue, OD600, 48 h; response scale: 0% DMSO, 100% iron-clioquinol control. Potency, µM (titrated, usually from 46.1 µM), without a hit: at the highest dose growth rescue, actives largely listed as activators. 410,000 compounds, 0.063% hits. AID 1347071; further: potency means the concentration at half of the fitted maximal effect; nearly all actives have a fitted effect of over 55% in size
#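 Growth rescue measured by 600 nm absorbance after 48 h yeast culture at 30 C with compound. Values normalized between DMSO and an equimolar ferric chloride plus clioquinol control.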
# FUS yeast rescue – suppressors of FUS proteinopathy in yeast | 390,000 compounds, 0.24% hits | AID 1347120 | S. cerevisiae FUS-expressing, growth rescue, OD600, 24 h | Potency, µM (highest dose often 76.6 µM), without a hit: at the top dose growth rescue (activation), usual class: activators;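 further: potency means the concentration at half of the fitted maximal effect; plate controls were DMSO vehicle for no effect and reference control for full effect; nearly all actives have a fitted effect of over 55% in size; some results filed as inactive show a strong effect at the top dose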
#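 Yeast FUS proteinopathy model; galactose-induced FUS (2%), starting OD 0.005. Cpds in dilution series, 24hr, 30C, 99% humidity. Abs 600 nm growth. Pos ctrl CP55940 (top 92uM final); neg ctrl DMSO.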
# * marks the source's active call; other numbers are inactive results; i = inactive; ? = inconclusive; . = not tested or not shown; & = joins results of further samples; [ ] = remark or other dose. Unless noted, the call rests on the fitted dose curve; in most records, active means well fitted curve in the direction sought with a large enough effect; inconclusive means small, poorly fitted or top-dose-only effect, or another doubt; inactive means no such curve, though single readings can be large; an effect the other way counts as inactive or inconclusive. A portion of the library (hit frequency here may not be typical).
# Start of the listing, in advance (3 entries):
SMILES,DRD3 antagonist,GLP-1R inv ag,PTHR1 ag,pAkt inh,aSyn yeast inh,GLP-1R agonist,TDP-43 yeast inh,Abeta yeast res,FUS yeast rescue
COC(=O)c1[nH]c(C)c(/C(O)=C2\C(=O)C(=O)N(CCN3CCOCC3)C2c2cccs2)c1C (configuration not stated),0,-12%,i,-96%*,-1%,-16%,7%,21%,-1%
NS(=O)(=O)c1cccc(NC(=O)c2ccc3nc[nH]c3c2)c1,-18,5%,i,i,4%,0%,14%,1%,3%
CCCC(=O)N1CCN(c2nc3c(OC)ccc(C)c3s2)CC1,.,-8%,i,.,.,.,0%,-8%,26%

# The whole of this part, from the first entry:
SMILES,DRD3 antagonist,GLP-1R inv ag,PTHR1 ag,pAkt inh,aSyn yeast inh,GLP-1R agonist,TDP-43 yeast inh,Abeta yeast res,FUS yeast rescue
COC(=O)c1[nH]c(C)c(/C(O)=C2\C(=O)C(=O)N(CCN3CCOCC3)C2c2cccs2)c1C (configuration not stated),0,-12%,i,-96%*,-1%,-16%,7%,21%,-1%
NS(=O)(=O)c1cccc(NC(=O)c2ccc3nc[nH]c3c2)c1,-18,5%,i,i,4%,0%,14%,1%,3%
CCCC(=O)N1CCN(c2nc3c(OC)ccc(C)c3s2)CC1,.,-8%,i,.,.,.,0%,-8%,26%
O=C(Nc1nnc(-c2ccccc2)o1)C1CCCN1S(=O)(=O)c1cccs1 (configuration not stated),12,-22%,i,i,2%,0%,-7%,5%,6%
COc1cccc(C(=O)NCC(=O)OCC(=O)Nc2cc(OC)c([N+](=O)[O-])cc2C)c1,7,16%,i,i,0%,9%,-14%,7%,0%
C=CCn1c(=O)/c(=C/c2ccc(Cl)cc2)s/c1=C(\C#N)c1nnc2n1CCCCC2,5,?,-31%[inhibitor],i,15%,1%,19%,-2%,.
CCOc1cc(/C=N\NC(=O)c2ccc(NC(=O)C(C)(C)C)cc2)ccc1OC(=O)c1ccc(OC)cc1,-8,-10%,-21%,i,-5%,-8%,-8%,-7%,-1%
Nc1nnnn1CC(=O)N/N=C/c1cc([N+](=O)[O-])ccc1Cl,-4,-6%,-44%[inhibitor],i,-1%,0%,-3%,-9%,5%
OC[C@@H]1CN(CCN2CCOCC2)C[C@H](n2cnc3c(N4CCCC4)ncnc32)O1,0,16%,-22%,i,4%,-2%,8%,-4%,2%
CC(=O)Nc1ccc(Nc2nc3c(S(=O)(=O)c4ccc(C)c(C)c4)nnn3c3ccccc23)cc1,6,-5%,0%,i,-4%,3%,-3%,-1%,17%
CCN(CC)C(=O)C1CCCN(C(=O)Nc2ccc(NC(=O)N3CCCC(C(=O)N(CC)CC)C3)cc2)C1 (configuration not stated),10,6%,i,i,1%,-17%,-8%,-3%,23%
CCO[C@@H]1OC(C(=O)N2CCOCC2)=C[C@H](C2CCCCC2)[C@H]1CCCO,8,-7%,-13%,i,1%,-1%,11%,2%,10%
CCC(Sc1nc2cc(OC)c(OC)cc2c2nc(-c3ccccc3)nn12)C(=O)Nc1cccc(C)c1 (configuration not stated),.,1%,i,.,.,-2%,-2%,-7%,-27%
COc1ccc(NC(=O)c2cc(C3CCCCN3S(=O)(=O)c3c(C)noc3C)on2)c(C)c1 (configuration not stated),-26,?,-6%,i,7%,-2%,15%,16%,21%
CC(NC(=O)Cn1c(=O)[nH]c2ccsc2c1=O)C12CC3CC(CC(C3)C1)C2 (configuration not stated),-11,?,-16%,i,0%,5%,-6%,-7%,?
COc1ccc(S(=O)(=O)NCCc2c[nH]c3ccc(C)cc23)cc1,4,-4%,?,i,?,4%,6%,6%,-9%
CCN1CCN(C(=O)/C=C\C(=O)O)CC1,-25,-1%,-1%[57.5 µM],i,-4%,-9%,-21%,-6%,7%
CCOc1ccc2ccccc2c1C(=O)NCC(c1ccc(N(C)C)cc1)N(C)C (configuration not stated),1,-49%,i,i,3%,9%,-6%,-12%,14%
CCN(CC)S(=O)(=O)c1cccc(C(=O)Nc2ccc3c(c2)OCO3)c1,0,?,-21%,i,3%,-1%,.,-6%,19%
CCOc1ccccc1NC(=O)c1cc2c(=O)[nH]c3ccccc3c2s1,.,2%,i,.,.,.,13%,0%,-5%
Cc1nc(C)c(-c2ccc(SCC(=O)Nc3ccc(F)cc3F)nn2)s1,35,42%[activator],-32%[inhibitor],i,3%,22%,-3%,-4%,8%
C/C(=N\NC(N)=O)C1(C)CCCCC1,-7,-12%,10%,i,-11%,7%,3%,-1%,10%
COc1ccc(CN(C)CC(=O)Nc2ccc(Cl)cc2C(F)(F)F)c(OC)c1,-14,?,-11%,i,-3%,1%,-8%,10%,.
C=C(C)CNC(=S)N/N=C/c1ccc(NC(C)=O)cc1,-1,17%,i,i,-5%,9%,-13%[1.82 µM],-3%,4%
CC(C)C1CC2=C(C(=O)OC(C)(C)O2)C(c2ccc(F)cc2)O1 (configuration not stated),-3,-19%,-17%,i,-7%,1%,19%,3%,16%
OCCN(Cc1ccccc1)Cc1ccc(Cl)cc1Cl,?,0%,-43%[inhibitor][57.5 µM],i,21%,0%,-19%,-1%,-1%
COc1ccc(C2=CC(c3cc(Br)ccc3F)n3c(nc4ccccc43)N2)cc1 (configuration not stated),.,?,-95%,.,.,.,?,-21%,25%
Cn1c(Cc2nc(-c3cnccn3)no2)nnc1SCC(=O)Nc1ccccc1,-26,1%,i,i,-6%,4%,-15%,0%,27%
N#C/C(=C\c1cccc([N+](=O)[O-])c1)C(=O)NCc1ccc(Cl)cc1,-14,?,-43%[inhibitor],i,-10%,7%,-4%,-77%[inhibitor],21%
CCCN1C(=O)/C(=C\C=C2/Sc3ccccc3N2CCO)SC1=S,8,7%,-7%,i,-7%,6%,-18%,-8%,-7%
COC(=O)c1sccc1NC(=O)c1ccc(C)o1,9,25%,i,i,5%,11%,4%,-26%,2%
Cc1ccc(NC(=O)Cc2nc(CCl)cs2)cc1,-5,12%,-2%,i,1%,5%,-17%,-26%,.
O=C(Nc1ccccc1N1CCN(C(=O)c2ccc(Cl)cc2)CC1)c1cccnc1,-2,5%,i,i,-7%,0%,-4%,1%,57%
S=C1NNC2(CC3CC2C2CCCC32)NN1 (configuration not stated),-1,16%,1%,i,-12%,-6%,-5%,20%,-1%
C=CCNC(=O)c1ccccc1NC(=O)Cc1ccccc1[N+](=O)[O-],-5,10%,-2%,i,0%,3%,3%,-7%,17%
Cc1cc(C(=O)OCC(=O)Nc2ccccc2[N+](=O)[O-])c2ccccc2n1,10,12%,i,i,1%,-3%,?,5%,.
Cc1ccc2oc3c(c(=O)c2c1)C(c1ccccc1F)N(CCCN1CCOCC1)C3=O (configuration not stated),.,0%,i,.,.,0%,1%,-10%,-11%
O=C(NCc1ccc(F)cc1)c1c2c(nc3ccccc13)C(=O)N(C1CCCCC1)C2,.,1%,?,.,.,.,2%,-11%,0%
CN1CCC(C2(O)c3ccccc3CSc3sccc32)CC1 (configuration not stated),-67*,?,-9%,i,-10%,-14%,-6%,-4%,10%
O=C(CSc1nnc2ccc(-c3ccccn3)nn12)Nc1cccc(F)c1,19,5%,-2%,i,-7%,-1%,16%,12%,-12%
c1ccc(-c2ccc(SCc3cccnc3)nn2)nc1,3,-4%,i,i,-5%,5%,3%,-30%[inhibitor],-5%
COc1ccc(-c2c(C)nn3c(N4CCN(c5ccccc5F)CC4)cc(C)nc23)cc1OC,.,13%,i,.,12%,2%,2%,-11%,-8%
CCOC(=O)C1(C)CCCCN1C(=O)c1ccc(N(C)C)cc1 (configuration not stated),13,-3%,-21%,i,3%,6%,15%,-9%,-11%
O=c1[nH]ncc(N/N=C\c2ccncc2)c1Cl,6,54%[activator],0%,i,0%,12%,17%,-4%,-20%
COc1ccc(N(CC(=O)N/N=C/c2ccco2)S(=O)(=O)c2ccccc2)cc1,?,2%,i,i,11%,0%,-16%,-12%,10%
COc1ccc(CN(Cc2ccco2)C(=O)c2ccccc2F)cc1,.,?,i,.,.,.,?,-3%,29%
COc1ccc(C(C(=O)NCC2CCCO2)N(C(=O)CNC(=O)c2cccs2)c2ccccc2C)cc1OC (configuration not stated),-9,-7%,-1%,i,3%,7%,-1%,10%,9%
COC(=O)CNC(=O)c1ccc(C)s1,14,6%,-10%[57.5 µM],i,1%,-4%,-12%,8%,8%
Oc1ccc(C2CNCc3sccc32)cc1O (configuration not stated),5,11%,-28%,i,11%&-1%,-1%,-11%,-18%,0%
CC(Cc1ccccc1)NC(=O)c1cc([N+](=O)[O-])ccc1Cl (configuration not stated),-10,-25%,-15%,i,-1%,1%,17%,0%,-21%
Cc1cc(NC(=O)CSc2nnc(-c3ccccc3)n2C)no1,-1,4%,i,i,0%,7%,-18%,-22%,-8%
Cn1ccnc1C(OC(=O)c1ccccc1)C(F)(F)F (configuration not stated),10,10%,i,i,4%,1%,20%,2%,3%
CC(=O)Nc1ccc2c(c1)CCC2=O,13,0%,-7%[57.5 µM],i,0%,-3%,-10%,7%,4%
NC(=O)CC(NC(=O)c1ccccc1)c1ccc(NCCN2CCOCC2)c([N+](=O)[O-])c1 (configuration not stated),-7,26%,-10%,i,-9%,17%,-13%,-7%,-12%
COc1cccc(CNC(=O)c2sc3nc(C)cc(C)c3c2-n2cccc2)c1OC,.,?,i,.,.,.,-22%,-21%,10%
Cc1cc(C)n(CC(=O)n2c3ccccc3c3ccccc32)n1,-25,2%,i,.,3%,-18%,10%,9%,-14%

# High-throughput results from PubChem BioAssay.
